Source: PubChem BioAssay
PolyA inh: polyadenylation inhibitors in yeast reporter cells, primary screen, luminescence, S. cerevisiae | hit rate 0.02% among 300,000 | calls only at 12 µM | S. cerevisiae SKY197-pL101 polyadenylation reporter, beta-gal luminescence; efflux-impaired pdr1/pdr3 knockout yeast; score 100 = 6 SD above DMSO | AID 1875, 2009;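 active means lowest replicate activity score at least 50, where 100 means six control SD above control mean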;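 further: yeast exposed to compound for 9 h at 30 °C; higher score means more reporter readthrough which indicates perturbed polyadenylation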
KCNQ1 block: inhibitors of human KCNQ1 channel, primary screen, cell-based, thallium flux, high-throughput | CHO-K1 KCNQ1, FluxOR thallium flux fluorescence; stronger effect = higher value | AID 2642, 2010 | B-score at 10 µM | hit rate 1.3% among 310,000 | Potassium voltage-gated channel subfamily KQT member 1 (Homo sapiens), P51787;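 active means compounds whose thallium flux B-score, printed positive for inhibition, exceeds three library SD while starting fluorescence stays within three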;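 further: channel opened by potassium depolarization with thallium stimulus after 20 min compound exposure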
Platelet DG rel: inhibitors of platelet dense granule secretion, primary screen, cell-based, MLPCN, human platelets; inhibition, %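 (compounds screened at 7.5 µM in platelet-rich plasma)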; human platelet-rich plasma, SFLLRN dense granule ATP release, luminescence; hit rate 0.22% among 300,000; AID 1663, 2009;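 active means mean replicate score, as percent of positive control, at or above 50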
hERG protect: hERG rescue from dofetilide block, primary screen, cell-based, CHO-hERG, FluxOR thallium flux, dofetilide IC70; AID 1511, 2009; dofetilide IC70 present; hit rate 0.51% among 310,000; activation (rescue from dofetilide block), less the hit threshold, % at 10 µM; Voltage-gated inwardly rectifying potassium channel KCNH2 (Homo sapiens), Q12809;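 active means activation above the mean of controls blocked by dofetilide plus 5 SD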;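 further: thallium influx through hERG after potassium depolarization seen as dye fluorescence rise; in these data hits start at about 4.7%; inactives centre near -7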
TRPC4 act: activators of mouse TRPC4 channel, primary screen, Fluo4 calcium, HEK293 TRPC4beta/mu-opioid cells; Short transient receptor potential channel 4 (Mus musculus), Q9QUQ5; Fluo4 calcium fluorescence; stronger effect = higher value; B-score at 10 µM; hit rate 0.49% among 310,000; AID 2237, 2010;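 active means B-score above 5 SD of library B-scores, and initial fluorescence ratio not above library mean plus 5 SD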;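 further: positive B-score marks a calcium rise read as TRPC4 activation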
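Technique: kinetic Fluo4 calcium fluorescence; Test system: TRPC4beta and mu-opioid receptor HEK293 stable cells; Measure: B-scored integrated calcium fluorescence ratio; Benchmarks: low control buffer alone, high control maximal DAMGO; Schedule: 45 min room-temperature Fluo4 loading, 110 s read.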
KCNQ1 act: potentiators or activators of KCNQ1 channel, primary screen, cell-based, thallium flux, high-throughput; Potassium voltage-gated channel subfamily KQT member 1 (Homo sapiens), P51787; B-score at 10 µM; hit rate 0.35% among 310,000; CHO-K1 KCNQ1, thallium flux FluxOR fluorescence; stronger effect = higher value; AID 2648, 2010;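 active means fluorescence ratio B-score, a plate-corrected score, at least three library SD, with initial intensity B-score within 5 SD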
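Medium – assay buffer, equal DMSO in all wells · Material – CHO-K1 cell line with stable KCNQ1 potassium channel expression · Signal – kinetic FluxOR thallium fluorescence, 10-s 1-Hz baseline, 110-s post-stimulus read · Compound – single concentration per compound, DMSO matched to controls · Schedule – 37 °C overnight plating, 90-min dark dye load, 20-min compound pretreatment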
TRPC4 inh: inhibitors of mouse TRPC4 channel, primary screen, Fluo4 calcium, HEK293 TRPC4beta/mu-opioid cells. Short transient receptor potential channel 4 (Mus musculus), Q9QUQ5. hit rate 0.39% among 300,000. DAMGO-evoked Fluo4 calcium flux; stronger effect = lower value. B-score at 10 µM;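 active means B-score over 3 SD under the library average, no early fluorescence shift, positive overall ratio signal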
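Assay system: Stable TRPC4beta/mu-opioid receptor HEK293 cells | Reagent: DAMGO in two steps, submaximal then maximal | Compound dosing: Single concentration per test compound | Signal: Fluo4 Ca2+ flux fluorescence | Evaluation: Per-well B score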
TRPC4 potent: positive allosteric modulators of TRPC4, primary screen, cell-based, mouse TRPC4beta, HEK293 mu-opioid, Fluo-4 calcium; AID 2227, 2009; hit rate 0.42% among 310,000; DAMGO EC20, Fluo-4 Ca2+ flux; stronger effect = higher value; B-score at 10 µM;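 active means B-score of calcium response area above 5 SD of library B-scores, with initial fluorescence ratio within 5 SD of library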;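 further: B-score of integrated fluorescence ratio over time as area under calcium response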
KCNK9 block: KCNK9 potassium channel inhibitors, primary screen, HEK293 cells, thallium flux | B-score at 10 µM | hit rate 1.2% among 310,000 | Potassium channel subfamily K member 9 (Homo sapiens), Q9NPC2 | FluxOR thallium flux fluorescence; stronger effect = lower value;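 active means ratio B-score over 3 SD below the library mean, with starting fluorescence within 5 SD of its mean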;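 further: negative B-score means less thallium flux so channel inhibition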
Target sequence (Q9NPC2 whole entry, looked up): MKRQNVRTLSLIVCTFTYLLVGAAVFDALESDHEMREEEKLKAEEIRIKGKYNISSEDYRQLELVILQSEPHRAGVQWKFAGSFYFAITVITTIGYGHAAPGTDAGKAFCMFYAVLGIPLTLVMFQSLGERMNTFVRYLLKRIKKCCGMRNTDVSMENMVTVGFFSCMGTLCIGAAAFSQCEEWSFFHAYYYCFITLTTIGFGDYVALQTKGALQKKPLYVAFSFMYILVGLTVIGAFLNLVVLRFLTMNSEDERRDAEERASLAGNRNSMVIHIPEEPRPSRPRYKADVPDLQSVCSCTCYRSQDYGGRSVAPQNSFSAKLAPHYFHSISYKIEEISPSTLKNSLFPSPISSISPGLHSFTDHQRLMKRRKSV
Dyrk1A ADPGlo: rat Dyrk1A kinase inhibitors, primary screen, biochemical, single point, plate reader; Dual specificity tyrosine-phosphorylation-regulated kinase 1A (Rattus norvegicus), Q63470; ADP-Glo luminescence, NFATc1 peptide; inhibition, % at 12.5 µM; hit rate 0.43% among 310,000; AID 504441, 2011; in the data active means inhibition above about 50%;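 further: plate controls were vehicle with enzyme for no effect and no enzyme for full effect; many of its hits are not listed in these tables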
KCNK3 block: human KCNK3 channel inhibitors, primary screen, CHO cells, FluxOR thallium flux, B-score. Potassium channel subfamily K member 3 (Homo sapiens), O14649. FluxOR fluorescence; stronger effect = lower value. B-score at 10 µM. hit rate 0.84% among 340,000. AID 602410, 2012;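 active means B-score under library mean minus 4 SD, starting fluorescence ratio at most library mean plus 5 SD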;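 further: more negative B-score means stronger inhibition of thallium flux through KCNK3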
Target sequence (O14649 whole entry, looked up): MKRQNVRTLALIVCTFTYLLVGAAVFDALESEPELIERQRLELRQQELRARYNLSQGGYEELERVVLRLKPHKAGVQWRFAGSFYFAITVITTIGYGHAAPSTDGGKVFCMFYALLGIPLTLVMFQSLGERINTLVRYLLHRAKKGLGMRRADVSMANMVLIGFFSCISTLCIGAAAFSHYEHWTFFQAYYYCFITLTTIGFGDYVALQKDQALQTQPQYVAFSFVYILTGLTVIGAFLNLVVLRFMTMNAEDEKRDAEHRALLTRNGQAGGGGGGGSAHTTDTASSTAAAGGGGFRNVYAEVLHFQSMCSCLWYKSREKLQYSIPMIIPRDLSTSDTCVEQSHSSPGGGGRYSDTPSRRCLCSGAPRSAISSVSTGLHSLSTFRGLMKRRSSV
* marks the source's active call; other numbers are inactive results. The list is partial; count on the stated rates, not on these rows.

COc1cnc(-c2cccc(C(F)(F)F)c2)[nH]c1=O was read as PolyA inh inactive, KCNQ1 block inactive, Platelet DG rel -4, hERG protect 0, TRPC4 act inactive, KCNQ1 act inactive, TRPC4 inh inactive, TRPC4 potent inactive, KCNK9 block inactive, Dyrk1A ADPGlo 7 and KCNK3 block inactive.
`Cc1cc(NC(=O)NCc2ccccc2)c(=O)n(Cc2ccccc2F)c1` gave PolyA inh inactive, KCNQ1 block inactive, Platelet DG rel 0, hERG protect 3, TRPC4 act inactive, KCNQ1 act inactive, TRPC4 inh inactive, TRPC4 potent inactive, KCNK9 block inactive, Dyrk1A ADPGlo 5 and KCNK3 block inactive.
Cc1ccc(-c2csc(NC(=O)Cc3ccc(F)cc3)n2)o1 was read as PolyA inh inactive, KCNQ1 block inactive, Platelet DG rel -1, hERG protect -14, TRPC4 act inactive, KCNQ1 act 14*, TRPC4 inh inactive, TRPC4 potent inactive, KCNK9 block inactive and KCNK3 block inactive.
For N#CCSc1nc2c(c(C3CC=CCC3)c1C#N)CCC2 (configuration not stated) the results were PolyA inh inactive, KCNQ1 block inactive, Platelet DG rel -2, hERG protect -14, TRPC4 act inactive, KCNQ1 act inactive, TRPC4 inh inactive, TRPC4 potent inactive, KCNK9 block -8.4*, Dyrk1A ADPGlo -4 and KCNK3 block inactive.
`Cc1cccc(C)c1NC(=O)CN1C(=O)NC(C)(CCc2ccccc2)C1=O` (configuration not stated) gave PolyA inh inactive, KCNQ1 block inactive, Platelet DG rel -3, hERG protect -6, TRPC4 act inactive, KCNQ1 act inactive, TRPC4 inh inactive, TRPC4 potent inactive, KCNK9 block inactive, Dyrk1A ADPGlo 4 and KCNK3 block inactive.
`CCn1c2ccccc2c2cc(NC(=O)CSc3nnc(-c4cccc(OC)c4)n3N)ccc21` gave PolyA inh inactive, KCNQ1 block inactive, Platelet DG rel 0, hERG protect -12, TRPC4 act inactive, KCNQ1 act inactive, TRPC4 inh inactive, TRPC4 potent inactive, KCNK9 block inactive, Dyrk1A ADPGlo 0 and KCNK3 block inactive.
Screening Nc1cc2c3c(cccc3c1)C(=O)N(CCN1CCCC1)C2=O returned KCNQ1 block inactive, Platelet DG rel -5, hERG protect -11, TRPC4 act inactive, KCNQ1 act inactive, TRPC4 inh inactive, TRPC4 potent inactive, KCNK9 block inactive, Dyrk1A ADPGlo -5 and KCNK3 block inactive.
Screening CC#CCN1c2ccccc2[C@]23C[C@@H](C(=O)OC)N(C(=O)NC4CCCCC4)C2=NC(C(=O)OC)=C(C(=O)OC)[C@H]13 returned PolyA inh inactive, KCNQ1 block inactive, Platelet DG rel -1, hERG protect -5, TRPC4 act inactive, KCNQ1 act inactive, TRPC4 inh inactive, TRPC4 potent inactive, KCNK9 block inactive, Dyrk1A ADPGlo 6 and KCNK3 block inactive.
For CC1=CC(C)(C)N(C(=O)CSc2nnc(-c3ccc(C)cc3)o2)c2ccc(C)cc21 the results were PolyA inh inactive, KCNQ1 block inactive, Platelet DG rel 1, hERG protect -5, TRPC4 act inactive, KCNQ1 act inactive, TRPC4 inh inactive, TRPC4 potent inactive, KCNK9 block inactive, Dyrk1A ADPGlo -10 and KCNK3 block inactive.
CCOC(=O)c1ccc(-n2cncn2)nc1 was read as PolyA inh inactive, KCNQ1 block inactive, Platelet DG rel 1, hERG protect -10, TRPC4 act inactive, KCNQ1 act inactive, TRPC4 inh inactive, TRPC4 potent inactive, KCNK9 block inactive, Dyrk1A ADPGlo -8 and KCNK3 block inactive.
Screening CSc1ccccc1NC(=O)CN(C)C(C)C(=O)Nc1ccc(C#N)cc1 (configuration not stated) returned PolyA inh inactive, KCNQ1 block inactive, Platelet DG rel -12, hERG protect -13, TRPC4 act inactive, KCNQ1 act inactive, TRPC4 inh inactive, TRPC4 potent inactive, KCNK9 block inactive, Dyrk1A ADPGlo -7 and KCNK3 block inactive.
Cc1sc2nc(CSCC(=O)Nc3ccccc3C#N)[nH]c(=O)c2c1C was read as PolyA inh inactive, KCNQ1 block inactive, Platelet DG rel -13, hERG protect -10, TRPC4 act inactive, KCNQ1 act inactive, TRPC4 inh inactive, TRPC4 potent inactive, KCNK9 block inactive, Dyrk1A ADPGlo -2 and KCNK3 block inactive.
`Cc1cc(Cl)ccc1OCc1cn2cccnc2n1` gave PolyA inh inactive, KCNQ1 block inactive, Platelet DG rel 14, hERG protect 0, TRPC4 act inactive, KCNQ1 act inactive, TRPC4 inh inactive, TRPC4 potent inactive, KCNK9 block inactive and KCNK3 block inactive.
Screening CCCc1cc(=O)[nH]c(SCC(=O)N2CCN(S(=O)(=O)c3ccc(C)cc3C)CC2)n1 returned PolyA inh inactive, KCNQ1 block inactive, Platelet DG rel -1, hERG protect -10, TRPC4 act inactive, KCNQ1 act inactive, TRPC4 inh inactive, TRPC4 potent inactive, KCNK9 block inactive, Dyrk1A ADPGlo -4 and KCNK3 block inactive.
COc1cc(-n2c(C)nc3cccnc32)c(Cl)cc1C(=O)O was read as PolyA inh inactive, KCNQ1 block inactive, Platelet DG rel 1, hERG protect -11, TRPC4 act inactive, KCNQ1 act inactive, TRPC4 inh inactive, TRPC4 potent inactive, KCNK9 block inactive, Dyrk1A ADPGlo -7 and KCNK3 block inactive.
CCCCc1cc(=O)oc2cc(C)cc(OCC(=O)N[C@@H](CSCc3ccccc3)C(=O)O)c12 was read as PolyA inh inactive, KCNQ1 block inactive, Platelet DG rel -11, hERG protect -14, TRPC4 act inactive, KCNQ1 act inactive, TRPC4 inh inactive, TRPC4 potent inactive, KCNK9 block inactive, Dyrk1A ADPGlo 8 and KCNK3 block inactive.
Cc1cc(NCc2ccccn2)n2ncc(-c3ccccc3)c2n1 was read as PolyA inh inactive, KCNQ1 block inactive, Platelet DG rel -3, hERG protect -11, TRPC4 act inactive, KCNQ1 act inactive, TRPC4 inh inactive, TRPC4 potent inactive, KCNK9 block inactive, Dyrk1A ADPGlo 7 and KCNK3 block inactive.
Screening CCN1C(=O)CS/C1=C(\C#N)S(=O)(=O)c1ccccc1 returned PolyA inh inactive, KCNQ1 block inactive, Platelet DG rel 20, hERG protect -7, TRPC4 act inactive, KCNQ1 act inactive, TRPC4 inh inactive, TRPC4 potent inactive, KCNK9 block inactive, Dyrk1A ADPGlo 7 and KCNK3 block inactive.
For CC(NC(=O)c1ccc(Br)s1)c1ccncc1 (configuration not stated) the results were PolyA inh inactive, KCNQ1 block inactive, Platelet DG rel 1, hERG protect -15, TRPC4 act inactive, KCNQ1 act inactive, TRPC4 inh inactive, TRPC4 potent inactive, KCNK9 block inactive and KCNK3 block inactive.
COC(=O)c1ccc(NC(=O)CSc2nnc(C)n2-c2ccccc2)cc1 was read as PolyA inh inactive, KCNQ1 block inactive, Platelet DG rel -1, hERG protect -4, TRPC4 act inactive, KCNQ1 act inactive, TRPC4 potent inactive, KCNK9 block inactive, Dyrk1A ADPGlo 13 and KCNK3 block inactive.
For CCN(CC)c1ccc(N)cc1S(=O)(=O)Nc1ccccc1OC the results were PolyA inh inactive, KCNQ1 block inactive, Platelet DG rel -3, hERG protect -7, TRPC4 act inactive, KCNQ1 act inactive, TRPC4 inh inactive, TRPC4 potent inactive, KCNK9 block inactive, Dyrk1A ADPGlo -8 and KCNK3 block inactive.
Screening O=C(CCOc1ccccc1)Nc1ccnn1C1CCN(C(=O)CCC(F)(F)F)CC1 returned PolyA inh inactive, KCNQ1 block inactive, Platelet DG rel 9, hERG protect -6, TRPC4 act inactive, KCNQ1 act inactive, TRPC4 inh inactive, TRPC4 potent inactive, KCNK9 block inactive, Dyrk1A ADPGlo 3 and KCNK3 block inactive.
Screening Cc1ccc(-c2nnn(CC(=O)NC3CCCc4ccccc43)n2)cc1 (configuration not stated) returned PolyA inh inactive, KCNQ1 block inactive, Platelet DG rel -2, hERG protect -9, TRPC4 act inactive, KCNQ1 act inactive, TRPC4 inh inactive, TRPC4 potent inactive, KCNK9 block inactive, Dyrk1A ADPGlo -3 and KCNK3 block inactive.
`Cc1ccc(-c2nc3ccccc3[nH]2)cc1NC(=O)/C=C/c1ccco1` gave PolyA inh inactive, KCNQ1 block inactive, Platelet DG rel -8, hERG protect -27, TRPC4 act inactive, KCNQ1 act inactive, TRPC4 inh inactive, TRPC4 potent inactive, KCNK9 block inactive, Dyrk1A ADPGlo -4 and KCNK3 block inactive.
O=C(Nc1ccc2c(c1)OCO2)C1CCCN(S(=O)(=O)c2cccs2)C1 (configuration not stated) was read as PolyA inh inactive, KCNQ1 block inactive, Platelet DG rel 4, hERG protect -5, TRPC4 act inactive, KCNQ1 act inactive, TRPC4 inh inactive, TRPC4 potent inactive, KCNK9 block inactive, Dyrk1A ADPGlo -3 and KCNK3 block inactive.
For COC(=O)c1ccccc1NS(=O)(=O)c1ccc2c3c(cccc13)C(=O)N2 the results were PolyA inh inactive, KCNQ1 block inactive, Platelet DG rel -2, hERG protect -10, TRPC4 act inactive, KCNQ1 act inactive, TRPC4 inh inactive, TRPC4 potent inactive, KCNK9 block inactive and KCNK3 block inactive.
